# Source: PubChem (Johns Hopkins Ion Channel Center)
# CHT inh – inhibitors of human choline transporter CHT; B-score at 10 µM; CHT-expressing cells, membrane potential dye, choline response; hits give low values; actives 0.86% (n = 310,000); High affinity choline transporter 1 (Homo sapiens), Q9GZV3;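 active means B-score over 3 SD under the library average, and starting fluorescence ratio not unusually high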;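 further: choline stimulus applied at its EC90 after an EC20 pre-addition; B-score computed on integrated fluorescence ratio after choline addition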
# Target sequence (Q9GZV3 whole entry, looked up): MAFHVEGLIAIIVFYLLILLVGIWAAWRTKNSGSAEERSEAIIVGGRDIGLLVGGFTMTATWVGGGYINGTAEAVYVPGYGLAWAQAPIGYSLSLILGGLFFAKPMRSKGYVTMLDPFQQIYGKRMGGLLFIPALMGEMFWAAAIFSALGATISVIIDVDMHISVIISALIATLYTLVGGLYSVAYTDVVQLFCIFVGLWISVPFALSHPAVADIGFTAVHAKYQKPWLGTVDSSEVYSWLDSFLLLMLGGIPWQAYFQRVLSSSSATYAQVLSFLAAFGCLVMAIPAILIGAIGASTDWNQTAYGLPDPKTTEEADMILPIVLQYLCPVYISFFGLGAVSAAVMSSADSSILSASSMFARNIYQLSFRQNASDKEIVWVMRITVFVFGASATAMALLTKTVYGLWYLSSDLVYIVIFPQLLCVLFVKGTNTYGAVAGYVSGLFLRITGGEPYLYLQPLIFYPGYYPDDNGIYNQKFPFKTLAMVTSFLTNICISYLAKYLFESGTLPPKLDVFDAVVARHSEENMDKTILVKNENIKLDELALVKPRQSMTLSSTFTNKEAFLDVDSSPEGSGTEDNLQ
# CHT allo act – CHT positive allosteric modulators, primary screen, cell-based, membrane potential dye, choline EC20 | High affinity choline transporter 1 (Homo sapiens), Q9GZV3 | actives 0.49% (n = 310,000) | CHT-expressing cells; hits give high values; LV-AA mutant CHT in HEK293 cells | B-score at 10 µM;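 active means initial fluorescence not abnormally high and integrated response B-score, plate-corrected, over 3 SD above library mean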
# Numbers without * were called inactive; i = inactive. No enrichment for hits; about 1.4% have a hit in one of these screens.
# A first look, three compounds:
SMILES,CHT inh,CHT allo act
COC(=O)c1c(NC(=O)c2ccc(C)c(S(=O)(=O)Nc3ccccc3C)c2)sc2c1CCCC2,i,i
CCOP(=O)(c1ccc(N(C)C)cc1)C(O)c1ccccc1 (stereo not given),i,i
CCOC(=O)c1c(NC(=O)CSc2nnc(C)o2)sc(C)c1C,i,i

# This part in full, previewed entries included:
SMILES,CHT inh,CHT allo act
COC(=O)c1c(NC(=O)c2ccc(C)c(S(=O)(=O)Nc3ccccc3C)c2)sc2c1CCCC2,i,i
CCOP(=O)(c1ccc(N(C)C)cc1)C(O)c1ccccc1 (stereo not given),i,i
CCOC(=O)c1c(NC(=O)CSc2nnc(C)o2)sc(C)c1C,i,i
S=c1[nH]nc(C2CCCCC2)n1/N=C/c1ccco1,i,i
COc1cc(C(=O)NC2CC3CCCC(C2)N3C2CC2)cc(OC)c1OC (stereo not given),i,i
Cc1cccc(Nc2nc(N)c([N+](=O)[O-])c(N3CCC(C)CC3)n2)c1,i,i
CCn1c(SCC(=O)c2ccc(O)c(O)c2)nnc1-c1ccc(C)cc1,i,i
C=CCN=C(NC#N)SCc1ccccc1Cl,i,i
N#Cc1ccc(/C=C2\CCn3c2nc2cc(C(=O)O)ccc2c3=O)cc1,i,6.78*
Cc1ccc(OCC(O)CN2CCN(CC(O)COC(C)C)CC2)c(C(C)(C)C)c1 (stereo not given),i,i
CN(CC(=O)Nc1ccccc1Cl)C(=O)Cn1cc(C(F)(F)F)cc(Cl)c1=O,i,i
Cc1cccc(C)c1NC(=O)CSc1nc(C2CC2)nc2ccccc12,i,i
CC/C(=N\NC(=O)c1cc(C2CC2)[nH]n1)c1ccccc1,i,i
CCCCOC(=O)C1=C(C)Nc2ncnn2C1c1ccc(OC)c(OC)c1OC (stereo not given),i,i
Cc1ccc(-c2cc(C(F)F)n3ncc(C(=O)Nc4c(C)nn(Cc5ccccc5Cl)c4C)c3n2)cc1,i,i
CCC(CC)c1nnc(NC(=O)c2ccc(N3CCCCC3)c([N+](=O)[O-])c2)s1,i,i
Cc1cc(C)cc(N(C(=O)c2csnn2)C(C(=O)NC2CCCC2)c2cccnc2)c1 (stereo not given),i,i
COCCNC(=O)Cn1c(=O)n(CCCC(=O)NCc2ccc3c(c2)OCO3)c(=O)c2sccc21,i,i
COc1cc2c(cc1OC)CN(CC(=O)Nc1ccc(C#N)cc1)CC2,i,i
CCOC(=O)N1CCC(N2C(=O)c3ccccc3C2Nc2c(C)cccc2C)CC1 (stereo not given),i,i
NC(=O)C1CCN(C(=O)c2ccccc2SCC(=O)NCC2CCCCC2)CC1,i,i
O=C(Cc1cccs1)NC1CCCC1,i,i
NC(=S)NNc1ccnc2cc(Cl)ccc12,i,i
S=C(NN=C1CCN(Cc2ccccc2)CC1)NC1CCCCC1,i,i
COC(=O)c1cc(NC(=O)Cc2ccc(OC)cc2)cc(C(=O)OC)c1,i,i
O=C(CN1CCOCC1)Nc1ccccc1Cl,i,i
COc1cccc(NS(=O)(=O)c2cc3c(cc2C)N(C)CCO3)c1,i,i
COc1cc(/C=C/C(=O)c2c(O)cc(C)oc2=O)cc(OC)c1O,i,i
CCOC(=O)Cn1c(=O)c2c(nc3n2CCCCN3c2ccc(OCC)cc2)n(C)c1=O,i,i
COc1ccc(C2C(C)C3(O)CC(C#N)(C(=O)N3)C2(C#N)C#N)cc1 (stereo not given),i,i
CCN1C(=O)c2cccc3c(NC(=O)C(C)(C)C)ccc1c23,i,i
O=C(NCc1ccc(F)cc1)c1cc2c(s1)CS(=O)(=O)C2,i,i
N=C1C(c2ccccc2)=C(O)CN1c1ccc2c(c1)OCO2,i,i
CC1=CC(C)(C)N(C(=O)CN2C(=O)CCC2=O)c2ccccc21,i,i
O=C(NCc1ccc2c(c1)OCO2)C1CCC(CNS(=O)(=O)c2ccc(Cl)cc2)CC1 (stereo not given),i,i
O=C(CBr)Nc1c2c(nn1-c1ccccc1)CSC2,i,i
COC(=O)\C(C(C)=O)=C(/C=C/C=C/C=C/N(C)C)N(C)C,i,i
COc1ccc(C(=O)Nc2ccc3c(c2)C(=O)c2ccccc2C3=O)cc1OC,i,i
COc1ccccc1C(=O)C1CCCN(Cc2ccc3c(c2)OCCO3)C1 (stereo not given),i,i
COc1cc2c(cc1OC)CN(Cc1cc(=O)n3c(-c4ccccc4)csc3n1)CC2,i,i
CC(C)c1nc(C#N)c(NCCCn2ccnc2)o1,i,i
O=C(O)CN1C(=O)C(=O)N(Cc2cccc(F)c2)C1=O,i,i
CS(=O)(=O)c1ccc(NC(=O)c2cccc(S(=O)(=O)N3CCN(Cc4ccccc4)CC3)c2)cc1,i,i
Cc1nonc1CN(C)C(=O)CC1C(=O)NCCN1Cc1cccc(C(F)(F)F)c1 (stereo not given),i,i
S=c1[nH]nc(C2CCCCC2)n1/N=C/c1ccc(Br)s1,i,i
NS(=O)(=O)c1cccc(NC(=O)CSc2nn(-c3ccccc3)c(=S)s2)c1,i,i
CC(=O)Nc1ccc(C(=O)N(C)c2ccccc2)cc1,i,i
C(=C\c1ccccc1)/CSc1nnc(-c2ccncc2)n1Cc1ccco1,i,i
Cc1ccc(N=Nc2ccc3ccccc3c2O)cc1,i,i
O=C(O)CC1COc2ccccc2N1C(=O)c1ccccc1Cl (stereo not given),i,i
# (more compounds)
SMILES,CHT inh,CHT allo act
O=[N+]([O-])c1cc(Cl)ccc1-c1nc(-c2ccncc2)no1,i,i
CCOc1cnc(C(=O)NNC(=O)c2ccccc2Br)o1,i,i
CC(CN1CCN(C)CC1)OC(=O)c1ccccc1Cl (stereo not given),-8.33*,i
CC(=O)NC(CC(=O)OC(C)C(=O)Nc1ccc(Cl)cn1)c1ccccc1 (stereo not given),i,i
COc1cc2c(cc1OC)C1=NC(=O)CN1C(SCc1ccc(C)cc1)=N2,i,i
Cc1ccc(O)c(NC(=O)c2ccc3c(c2)C(=O)N(Cc2cccnc2)C3=O)c1,i,i
COC(=O)c1cc2c(s1)-c1ccccc1CC2,i,i
CC(C)(C)C(=O)NCCc1nc2ccccc2n1CC(=O)c1ccccc1,i,i
O=C1C2CC=CCC2C(=O)N1c1ccc(OCC(O)Cn2nnc3ccccc32)cc1 (stereo not given),i,i
CCCOC(=S)N/C(=N\S(=O)(=O)c1ccccc1)c1ccccc1,i,i
Cc1cc(Cl)ccc1OC(C)C(=O)NC(C)C1CCCO1 (stereo not given),i,i
COc1cc2cc(C(=O)O)[nH]c2c(OC)c1OC,i,i
CN(c1ccccc1)c1ccc(/C=N/N2CCOCC2)cc1,i,i
O=C(C[n+]1cc(-c2ccccc2)n2c1CCC2)Nc1nc(-c2ccc(F)cc2)cs1,i,i
Nc1nc2c(nc(Br)n2[C@@H]2O[C@@H]3COP(=O)(O)O[C@H]3[C@H]2O)c(=O)[nH]1,i,i
CCCCOc1ccc(CSc2nnc(C)n2N)cc1[N+](=O)[O-],i,i
COc1ccc2nc(C)c3c(c2c1)OC(C)C3 (stereo not given),i,i
Cc1cc(OC(=O)c2cccc(F)c2)c([N+](=O)[O-])c(=O)[nH]1,i,i
CC(=O)c1ccc(N2CCN(C(=O)c3ccc(Cn4c(=S)[nH]c5ccc(N6CCOCC6)cc5c4=O)cc3)CC2)cc1,i,i
CCOc1ccc(CCNC(=O)COC(=O)Cn2cnc3c2c(=O)n(C)c(=O)n3C)cc1OCC,i,i
CC(C)(O)CC[C@@H](O)[C@](C)(O)[C@H]1CC[C@@]2(O)C3=CC(=O)[C@@H]4C[C@@H](O)[C@@H](O)C[C@]4(C)[C@H]3CC[C@]12C,i,i
COc1ccccc1CN(CC(=O)NCc1ccc(F)cc1)C(=O)c1csnn1,i,i
COc1ccc(/C=C2\CCCc3c2nc2ccc(C)cc2c3C(=O)O)cc1O,i,i
CCOC(=O)c1nc(C)n(-c2ccc(Cl)cc2Cl)n1,i,i
CCOc1ccc(NC(=O)COC(=O)Cn2cnnn2)cc1OCC,i,i
Cc1ccc(CS(=O)Cc2ccc(C(=O)NCC(C)c3ccccc3)o2)cc1 (stereo not given),i,i
O/N=C1/CCc2nonc2/C1=N/O,i,i
CCc1ccc(NC(=O)/C(C#N)=C/c2cc3ccc(C)cc3nc2N2CCOCC2)cc1,i,i
CN1C=CC=C/C1=C1/N=C(c2ccccc2)OC1=O,i,i
Cc1ccc2oc(C(=O)N(Cc3ccc(N(C)C)cc3)CC3CCCO3)c(C)c2c1 (stereo not given),i,i
Cc1onc(-c2ccccc2Cl)c1C(=O)NCc1cccnc1,i,i
CCc1ccccc1N(CC(=O)NCCc1ccccc1)C(=O)CCC(=O)Nc1ccccn1,i,i
Cc1cc(C(=O)N/N=C/c2ccncc2)c(C)o1,i,i
Cc1cc(C(=O)CN2C(=O)NC(C)(c3ccccc3)C2=O)c(C)n1CC1CCCO1 (stereo not given),i,i
Cc1ccc(NC(=O)CN2C(=O)COc3ccc(S(=O)(=O)N4CCCC4)cc32)c(C)c1,i,i
CCN1CCN(S(=O)(=O)c2ccc(C(=O)Nc3sc4c(c3C(N)=O)CCN(CC)C4)cc2)CC1,i,i
O=C(CSCc1ccccc1)Nc1ccc(F)c(F)c1,i,i
COC(=O)C(C#N)C(=C1C(=O)CC(C)(C)CC1=O)c1ccc(O)cc1 (stereo not given),i,i
NC(=O)c1ccc(Oc2ccc(Cl)cc2)c([N+](=O)[O-])c1,i,i
Cc1occc1-c1n[nH]c(=S)n1-c1ccccc1,i,i
COc1ccc(N2CCN(C(=O)c3cc4c(C)nc5ccccc5c4o3)CC2)cc1,i,i
O=C(CCC1CCCC1)NCCS(=O)(=O)N1CCN(c2ccccc2)CC1,i,i
N#C/C(=C\C=C\c1ccccc1[N+](=O)[O-])c1nc(-c2ccc3c(c2)OCO3)cs1,i,i
COC(=O)c1ccc(C(=O)N2CCCC(Nc3ccc(F)c(F)c3)C2)cc1 (stereo not given),i,i
Cn1c(=O)c2c(nc(NCc3cccnc3)n2Cc2ccccc2Cl)n(C)c1=O,i,i
CC(Sc1nc2ccccc2n1C)C(=O)Nc1ccc(N2CCOCC2)cc1 (stereo not given),i,i
Cc1cc(C(=O)CSc2n[nH]c(N)n2)c(C)n1-c1ccc2c(c1)OCO2,i,i
NC(=O)C1CC(=O)N(c2ccc(OCc3ccccc3Cl)cc2)C1 (stereo not given),i,i
CC(C)CN(CC(C)C)C(=O)CS(=O)(=O)Cc1ccccc1,i,i
C=CCN1C(=O)/C(=C/c2ccc(OCC(=O)O)cc2)S/C1=N/c1nccs1,i,i

# Among those listed so far, these contain a cyano group.
SMILES,CHT inh,CHT allo act
C=CCN=C(NC#N)SCc1ccccc1Cl,i,i
N#Cc1ccc(/C=C2\CCn3c2nc2cc(C(=O)O)ccc2c3=O)cc1,i,6.78*
COc1cc2c(cc1OC)CN(CC(=O)Nc1ccc(C#N)cc1)CC2,i,i
COc1ccc(C2C(C)C3(O)CC(C#N)(C(=O)N3)C2(C#N)C#N)cc1 (stereo not given),i,i
CC(C)c1nc(C#N)c(NCCCn2ccnc2)o1,i,i
CCc1ccc(NC(=O)/C(C#N)=C/c2cc3ccc(C)cc3nc2N2CCOCC2)cc1,i,i
COC(=O)C(C#N)C(=C1C(=O)CC(C)(C)CC1=O)c1ccc(O)cc1 (stereo not given),i,i
N#C/C(=C\C=C\c1ccccc1[N+](=O)[O-])c1nc(-c2ccc3c(c2)OCO3)cs1,i,i

# Later entries.
SMILES,CHT inh,CHT allo act
COCCNC(=O)c1ccc(CS(=O)(=O)c2cccc(C(F)(F)F)c2)o1,i,i
CC(C)CNC(=O)C1CCN(c2ccc(S(=O)(=O)N3CCOCC3)cc2Cl)CC1,i,i
CC(C)C1Nc2ccc(C(=O)NCc3ccco3)cc2NC1=O (stereo not given),i,i
O=C(c1ccccc1)c1ccc(C(=O)N2CCN(c3ccc(F)cc3)CC2)o1,i,i
Cc1ccccc1C(=O)NC(CC(C)C)C(=O)OCc1cc(=O)n2cc(Br)ccc2n1 (stereo not given),i,i
CNC(=O)N1CCN(C(=O)NC)CC1,i,i
C=CCOc1cccc(/C=N/NC(=O)C(=O)NCc2ccco2)c1,i,i
CC(C)Oc1cccc(C(=O)C2CCCN(C(=O)c3ccsc3)C2)c1 (stereo not given),i,i
CCC(=O)Nc1cc(-c2nn(C)c(=O)c3ccccc23)ccc1N1CCCCC1,i,i
CC(NC(=O)Cn1cc([N+](=O)[O-])cn1)c1ccc(C(C)(C)C)cc1 (stereo not given),i,i
COc1ccc(S(=O)(=O)N2CCOCC2)cc1NC(=O)C1COc2ccccc2O1 (stereo not given),i,i
CN(Cc1cccnc1)C(=O)c1cc(COc2ccc3c(c2)CCCC3)on1,i,i
COc1ccccc1NC(=O)C1=C(C)Nc2ncnn2C1c1ccccc1C (stereo not given),i,i
CC(C)(C)NC(=O)CSc1nc(O)cc(=O)[nH]1,i,i
CCOC(=O)C(NCc1ccc2c(c1)OCO2)(NC(=O)CC)C(F)(F)F (stereo not given),i,i
COc1ccccc1Nc1nc2ccc(C)cc2n2cnnc12,i,i
O=[N+]([O-])c1ccccc1SN(Cc1ccccc1)c1ccccn1,i,i
CCCn1c2ccccc2c2nnc(SCCN3CCOCC3)nc21,i,i
COC(=O)[C@@]12CCCCN1[C@H](c1ccc(-c3ccc(C(C)=O)cc3)cc1)[C@@H]1C(=O)N(C)C(=O)[C@@H]12,i,i
COc1ccccc1OCCCCNC(C)(C)C,i,i

# One compound at a time, from the list above. Screens in order: CHT inh	CHT allo act
# COc1ccccc1Nc1nc2ccc(C)cc2n2cnnc12 as listed: i	i
# COC(=O)[C@@]12CCCCN1[C@H](c1ccc(-c3ccc(C(C)=O)cc3)cc1)[C@@H]1C(=O)N(C)C(=O)[C@@H]12 as listed: i	i

# Next part
SMILES,CHT inh,CHT allo act
O=C(O)c1cccc(S(=O)(=O)Nc2cccc3ccccc23)c1,i,i
CCCCNC(=O)Nc1ccc2c(c1)N(C)C(=O)c1ccccc1S2,i,i
O=C(O)c1cccc(S(=O)(=O)Nc2ccccc2Cl)c1,i,i
CN(CC(=O)NC1CCCCC1)S(=O)(=O)c1cccc2cccnc12,i,i
